CHRM5 agonist = CHRM5 agonism in calcium assay; activation, % at 3 µM; CHO-K1 hM5 cells, Fluo-8 calcium fluorescence; 0% DMSO wells, 100% maximal acetylcholine response; actives 0.19% (n = 360,000); P08912; AID 624037;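 active = activation above the run's mean over test compounds plus 3 SD, cut at about 23% in these data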;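 note: signal is peak over basal fluorescence ratio across the kinetic read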
Target sequence (P08912 whole entry, looked up): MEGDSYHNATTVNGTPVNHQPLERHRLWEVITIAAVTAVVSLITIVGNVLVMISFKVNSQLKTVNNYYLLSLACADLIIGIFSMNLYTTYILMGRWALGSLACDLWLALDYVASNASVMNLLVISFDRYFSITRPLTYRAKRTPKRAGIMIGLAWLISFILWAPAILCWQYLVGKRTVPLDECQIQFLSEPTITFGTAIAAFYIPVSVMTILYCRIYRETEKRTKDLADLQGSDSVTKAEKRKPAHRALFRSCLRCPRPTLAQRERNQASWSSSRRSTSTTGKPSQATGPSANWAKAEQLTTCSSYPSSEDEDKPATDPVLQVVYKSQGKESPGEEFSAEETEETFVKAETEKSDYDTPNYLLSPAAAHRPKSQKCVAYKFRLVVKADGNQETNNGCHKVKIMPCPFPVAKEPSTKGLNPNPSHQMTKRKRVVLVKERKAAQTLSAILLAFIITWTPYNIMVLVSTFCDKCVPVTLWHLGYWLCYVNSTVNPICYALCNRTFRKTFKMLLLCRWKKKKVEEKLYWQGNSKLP
CHRM4 agonist = agonists of human muscarinic M4 receptor (CHRM4); AID 624127; CHO-K1 hM4/Gqi5, Fluo-8 calcium fluorescence; vehicle 0%, full acetylcholine response 100%; P08173; actives 0.14% (n = 360,000); activation, % at 3 µM;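 active = activation above the run mean over all test wells plus 3 SD, cut at about 32% in these data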;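 note: peak over basal fluorescence ratio per well then scaled between controls; 0% = DMSO wells and 100% = acetylcholine at EC100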
M5 antag = blocks acetylcholine activation of human M5 receptor; AID 624040; actives 0.59% (n = 360,000); CHO-hM5 cells, Fluo-8 calcium fluorescence, ACh EC80; inhibition, % at 3 µM;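 active = inhibition above a per-plate cutoff, the mean of that plate's test compounds plus 3 SD, cut at about 27% in these data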;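 note: 0% = acetylcholine EC80 with DMSO and 100% = DMSO without agonist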
CHRM1 antagonist = blocks human M1 muscarinic receptor. P11229. CHO-K1 hM1, Fluo-8 calcium fluorescence, ACh EC80 antagonist. inhibition, % at 3 µM. actives 1.3% (n = 360,000). AID 588852;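 active = percent inhibition above its own plate's cutoff, namely the mean of that plate's compound wells plus 3 SD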;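 note: peak over basal fluorescence ratio during 140 s after agonist addition; 0% = ACh EC80 plus DMSO and 100% = DMSO alone without agonist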
Target sequence (P11229 whole entry, looked up): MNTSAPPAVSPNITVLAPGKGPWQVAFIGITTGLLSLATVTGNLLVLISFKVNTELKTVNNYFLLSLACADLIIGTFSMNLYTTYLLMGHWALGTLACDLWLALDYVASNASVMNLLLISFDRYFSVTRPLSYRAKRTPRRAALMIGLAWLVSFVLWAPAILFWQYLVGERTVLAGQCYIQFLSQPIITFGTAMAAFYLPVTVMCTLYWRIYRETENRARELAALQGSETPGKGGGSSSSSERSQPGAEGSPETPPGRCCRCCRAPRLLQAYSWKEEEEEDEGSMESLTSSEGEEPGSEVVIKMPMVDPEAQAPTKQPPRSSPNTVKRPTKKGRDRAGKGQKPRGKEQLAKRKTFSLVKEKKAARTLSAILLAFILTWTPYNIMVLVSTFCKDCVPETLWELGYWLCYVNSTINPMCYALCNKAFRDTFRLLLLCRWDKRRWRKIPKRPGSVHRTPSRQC
CHRM4 antagonist = blocks acetylcholine activation of human M4 receptor; CHO-hM4 cells, ACh EC80, Fluo-8 calcium fluorescence; inhibition, % at 3 µM; actives 0.73% (n = 360,000); AID 624125;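 active = inhibition above its plate's cutoff, the mean inhibition of sample wells plus 3 SD, cut at about 27% in these data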;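 note: 0% = acetylcholine EC80 with DMSO and 100% = DMSO without agonist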
CHRM1 agonist = agonists of human M1 muscarinic receptor | actives 0.33% (n = 360,000) | AID 588814 | P11229 | CHO-K1 hM1, Fluo-8 calcium fluorescence, agonist mode; 0% DMSO, 100% acetylcholine EC100 | activation, % at 3 µM;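 active = activation above the run's mean compound activation plus 3 SD, cut at about 16% in these data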;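 note: peak over basal fluorescence ratio within a 140 s kinetic read after compound addition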
CHRM5 PAM = positive allosteric modulators of human muscarinic M5 receptor; CHO-K1 hM5, Fluo-8 calcium, ACh EC20 PAM; 0% = ACh EC20, 100% = ACh EC100; activation, % at 3 µM; actives 0.3% (n = 360,000);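 active = activation above the run cutoff, the mean activation of all test compounds plus 3 SD, cut at about 18% in these data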
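Assay system – human M5 receptor in CHO-K1 cells · Read-out – % activation, ACh-normalized · Technique – Fluo-8 calcium fluorescence · Dosing – single-point, 3 µM nominal · Incubation – Fluo-8 loading 80 min at 37 °C plus 30 min room temperature · Repeats – singlicate, one well per test compound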
TAAR1 agonist = agonists of human TAAR1; CHO RD-HGA16 TAAR1, Fluo-8 calcium fluorescence; vehicle wells 0%, saturating PEA agonist 100%; activation, % at 3 µM; actives 0.99% (n = 360,000);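 active = activation above the mean activation of all test compounds in the run plus 3 SD, cut at about 38% in these data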
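System: CHO RD-HGA16 cells carrying human TAAR1 plus Gα16; Incubation: 17-24 h seeding, 75 min 37 °C dye, 30 min RT; Measured by: Fluo-8 fluorescence, 5 s baseline then 140 s kinetic read; Control set: DMSO and PEA EC100; Replication: single well for each compound.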
M1 PAM = positive allosteric modulators of human M1 muscarinic receptor | P11229 | CHO-K1 hM1, Fluo-8 calcium fluorescence, ACh EC20; 0% = ACh EC20, 100% = maximal ACh | activation, % at 3 µM | actives 0.088% (n = 360,000) | AID 588819; in the data active = activation above about 19%, passing the limit was not always enough
* hit, by the source's call; . = not tested or not shown. These rows are one share of the data; rates above refer to the full screens.

SMILES	CHRM5 agonist	CHRM4 agonist	M5 antag	CHRM1 antagonist	CHRM4 antagonist	CHRM1 agonist	CHRM5 PAM	TAAR1 agonist	M1 PAM
CC1(C)CC(=O)C(C(c2ccncc2)C2C(=O)CC(C)(C)CC2=O)C(=O)C1	1	1	3	3	-2	-3	-2	1	-1
Cc1ccc(CNC(=O)C(=O)NCC2OCCN2S(=O)(=O)c2ccc3c(c2)OCCO3)cc1 (stereo unspecified)	3	2	-3	-8	-6	-1	-4	-1	5
CS(=O)(=O)N(CC(=O)NC1CCCC1)Cc1ccc(Cl)cc1	1	2	-4	-2	7	-5	1	1	3
O=S(=O)(c1ccc(Br)s1)N1CCN(CCOc2ccccc2)CC1	-5	4	10	6	8	-7	-13	5	-7
CCNC(=S)N1CCC(C(=O)c2ccc(F)cc2)CC1	2	1	5	-8	3	-2	-1	1	4
Cc1cccc(-c2c3c(=O)n(C)c(=O)n(C)c3c3nnc4ccccc4n23)c1	-3	1	-2	-19	1	-1	7	1	2
CC1Oc2ccccc2N(Cc2cccc(F)c2)C1=O (stereo unspecified)	-8	-2	2	-15	-14	-7	-4	3	9
Cc1ccc(NC(=O)Cn2cc(C(F)(F)F)cc(Cl)c2=O)cc1S(=O)(=O)N1CCCCC1	-4	6	8	-6	6	-3	-6	4	7
Cc1ccc(S(=O)(=O)N2CCCCC2CCNC(=O)C(=O)NCC2CCCO2)cc1 (stereo unspecified)	-2	1	6	-6	4	-5	0	3	6
Cn1cc2ccc([N+](=O)[O-])cc2n1	-4	-1	17	-15	1	-3	-4	6	11
CCC(C)c1c(O)nc(SCC(=O)N2CCCCC2)[nH]c1=O (stereo unspecified)	0	2	21	2	15	0	-4	10	1
CC(C)=CC(=O)OCC(=O)Nc1cc(C)cc(C)c1	-4	1	9	-4	8	-2	0	7	8
Cc1ccc(C2CC(=O)C=C(NCc3ccccc3)C2)cc1 (stereo unspecified)	2	2	-1	-11	-2	-4	7	0	16
CCNC(=S)Nc1ccc2c(c1)c(=O)n(C)n2-c1ccc(C(C)(C)C)cc1	-5	0	13	5	-1	-7	-3	2	-8
COc1ccccc1CN=Cc1[nH]c2ccc(Br)c(Cl)c2c1O	1	3	0	-1	2	-2	-1	27	3
Cc1c(C)c2c(OCC(=O)NCCCO)cc3c(c2oc1=O)CCC(C)(C)O3	1	4	5	3	1	-5	-5	2	1
CN(c1ccccc1)c1nc(N)c([N+](=O)[O-])c(NCc2ccco2)n1	-5	0	-1	-7	-4	-11	-2	-2	3
COc1ccc(OC)c(CN2CCN(C(=O)c3ccc(S(=O)(=O)Nc4ccccc4F)cc3)CC2)c1	-1	6	18	-6	6	-3	-9	3	2
CCCCN(C(=O)C1CC(=O)N(c2ccc(C)cc2)C1)c1c(N)n(CCC)c(=O)[nH]c1=O (stereo unspecified)	4	1	4	4	-17	-3	-2	0	4
O=C(COc1ccc(S(=O)(=O)N2CCCC2)cc1)NCc1ccco1	-1	0	0	5	9	-5	-2	.	-4
CCN(C(=O)CSc1nc2ccc([N+](=O)[O-])cc2s1)C1CCS(=O)(=O)C1 (stereo unspecified)	1	5	17	-6	0	-5	2	2	9
CC(C)COc1ccc(C(=O)NNC(=O)c2ccc(=O)[nH]c2)cc1	2	1	-1	-9	2	-2	6	-5	12
Cc1ccc2c(c1)C1CN(C)CCC1N2C(=S)Nc1ccc(OC(F)F)cc1 (stereo unspecified)	-15	2	12	-2	5	-5	-1	36	3
O=c1c(Cc2ccccc2)c(O)c2cccc3c4c(n1c23)CCCC4	8	6	6	-5	-2	1	-5	3	2
Cc1nc2ccccc2c2oc(C(=O)N3CCc4ccccc4C3)cc12	5	12	5	1	-23	-4	-10	3	-11
COc1ccc(-n2cnc3sccc3c2=O)cc1	0	1	0	-8	-6	-6	-1	2	9
Cc1ccc(C2(C)NC(=O)N(CC(=O)NC(=O)NC(C)C)C2=O)cc1 (stereo unspecified)	2	1	9	6	0	4	1	3	4
NC(=O)c1sc2nc(-c3cccnc3)ccc2c1N	3	1	3	-4	2	0	6	0	11
CCNC(=S)N/N=C/c1cccc(/C=N/NC(=S)NCC)c1	-1	3	2	4	-4	-5	-6	8	-15
CCC(=O)Nc1ccc(NC(=O)c2ccco2)c(OC)c1	-1	1	-8	-9	-11	4	2	1	7

Three entries out of the list above, arranged by the value under M1 PAM, descending.
mol	M1 PAM
NC(=O)c1sc2nc(-c3cccnc3)ccc2c1N	11
CCC(=O)Nc1ccc(NC(=O)c2ccco2)c(OC)c1	7
CCNC(=S)N/N=C/c1cccc(/C=N/NC(=S)NCC)c1	-15

Carrying on:
SMILES	CHRM5 agonist	CHRM4 agonist	M5 antag	CHRM1 antagonist	CHRM4 antagonist	CHRM1 agonist	CHRM5 PAM	TAAR1 agonist	M1 PAM
NC1=NN(c2cccc(C(=O)O)c2)C(=O)C1	0	1	-4	-9	-6	-4	-1	5	10
O=C(NCCSc1c[nH]c2ccccc12)C1CC1	0	1	0	-11	-20	3	-1	2	4
COc1ccc(CNC(=O)CN(c2ccccc2)S(=O)(=O)c2ccccc2[N+](=O)[O-])cc1	-2	6	-11	-14	-13	-4	-9	2	11
O=C(NC1CCCCC1)c1cc(-c2ccccc2O)on1	-3	-1	4	-4	8	-6	0	0	0
CCOC(=O)c1cc(OC)c2cccc(CN3CCCC(C)(C(=O)NCCOC)C3)c2c1 (stereo unspecified)	-2	0	-23	-3	-10	-8	3	-2	3
CC(=O)N1C(C(=O)O)CSC1c1cccc(C)c1 (stereo unspecified)	3	1	-3	-4	3	1	3	3	10
CC(=O)c1ccc(S(=O)(=O)N2CCN(C(=O)c3ccc(N)c([N+](=O)[O-])c3)CC2)cc1	-2	3	6	-7	-1	-6	-8	3	6
Cc1ccc(OCC(=O)Nc2ccc(S(=O)(=O)Nc3onc(C)c3C)cc2)cc1	-1	1	-10	-8	7	3	-3	5	8
CCN(CC)c1ccc(NC(=O)CN2CCN(c3ccccn3)CC2)cc1	-5	0	1	-2	-4	-8	1	0	4
CNC(=O)c1sccc1Oc1ccc(F)cc1[N+](=O)[O-]	3	4	-9	-5	-6	-2	-2	13	9
C/C(NCCc1ccc(O)cc1)=C1/CCOC1=O	1	0	-4	-9	-2	0	2	83*	6
Clc1cccc(Cl)c1COc1ccncc1	-1	0	2	5	7	-1	1	-3	6
CCc1ccc(CN2CCC(Oc3ccc(C(=O)N4CCCC4)cc3)CC2)cc1	-9	1	15	82*	36*	-6	-9	0	-24
COc1ccc(S(=O)(=O)N(C)CC(=O)NC2CC2)cc1OC	-2	0	7	-9	-5	-2	-5	0	5
COCCN(C(=O)CCCC(=O)Nc1ccccn1)C(C(=O)NC1CCCCC1)c1ccc(C)cc1 (stereo unspecified)	0	1	-2	5	6	-4	0	-1	1
CC(=O)c1ccc(OCC(C)C)c(Cc2c(O)nc(N)[nH]c2=O)c1	-1	0	-4	-8	1	-5	10	0	12
Cc1onc(-c2c(F)cccc2Cl)c1C(=O)N(C)C1CCCCC1	-4	0	-7	-16	4	-4	7	-1	13
CC(=O)Nc1ccc(NC(=O)c2nc(-c3ccccc3)oc2C)cc1	-2	3	-1	-5	-1	-8	-5	5	0
O=C(N/N=C/c1ccccc1F)c1cc2c(ccc3ccccc32)o1	-4	1	-8	-5	0	-3	0	1	8
COc1ccc2cc(C(=O)NCC(=O)O)sc(=O)c2c1OC	-1	0	1	-30	-5	0	10	2	9
COc1cccc(CN2CCN(Cc3cccc(Br)c3)CC2)c1OC	-9	-1	3	-15	2	-7	4	1	6
OCCNc1nc(Nc2ccccc2Oc2ccccc2)nc(N2CCCC2)n1	3	-2	-2	-1	4	-3	-3	16	0
COCCn1cnc2c(c1=O)c1nc3ccccc3nc1n2/N=C/c1ccc(OC)c(OC)c1	2	3	7	-5	-1	-1	-3	2	2
CSCCC(NS(=O)(=O)c1ccc(C)cc1)C(=O)NC1CCCCCC1 (stereo unspecified)	-1	1	-2	-14	-19	-4	4	0	5
Cc1ccnc(NC(=O)CSc2ccccn2)c1	2	0	9	15	2	-4	-2	8	-5
Cc1[nH]c(=O)[nH]c(=O)c1CSc1nnc(CCCCCNC(=O)OC(C)(C)C)o1	1	0	6	4	7	-2	-6	3	0
CC(=O)Nc1ccc(S(=O)(=O)NNC(=O)c2ccc(C)cc2)cc1	2	0	-4	-2	6	-2	2	15	3
O=C(O)/C=C/C(=O)NCc1ccccc1	-1	0	-2	-10	6	-5	0	12	10
O=C(CN1C(=O)CSC1=O)Nc1ccc2c(c1)OCCO2	-2	1	-10	1	-3	-1	-3	-1	3
COc1ccccc1OCC(=O)c1[nH]c(C)c(C(C)=O)c1C	2	16	12	26	17	4	-49	25	-12

Individual results from above:
CHRM4 antagonist, Cc1ccc(S(=O)(=O)N2CCCCC2CCNC(=O)C(=O)NCC2CCCO2)cc1 (stereo unspecified) stands at 4
CHRM4 antagonist, NC1=NN(c2cccc(C(=O)O)c2)C(=O)C1 stands at -6
CHRM1 agonist, COCCn1cnc2c(c1=O)c1nc3ccccc3nc1n2/N=C/c1ccc(OC)c(OC)c1 stands at -1
CHRM5 PAM, COCCN(C(=O)CCCC(=O)Nc1ccccn1)C(C(=O)NC1CCCCC1)c1ccc(C)cc1 (stereo unspecified) stands at 0
CHRM1 agonist, CCN(C(=O)CSc1nc2ccc([N+](=O)[O-])cc2s1)C1CCS(=O)(=O)C1 (stereo unspecified) stands at -5

Next results.
SMILES	CHRM5 agonist	CHRM4 agonist	M5 antag	CHRM1 antagonist	CHRM4 antagonist	CHRM1 agonist	CHRM5 PAM	TAAR1 agonist	M1 PAM
Cc1cccc(C)c1NC(=O)C(c1ccccc1OC(F)(F)F)N1CCN(C)CC1 (stereo unspecified)	-2	0	12	.	-1	.	-5	1	.
CC(=O)Nc1ccc(-c2ccnc3c2CC(C(=O)Nc2cccc(OC(F)(F)F)c2)O3)cc1 (stereo unspecified)	0	5	5	-3	-10	0	-5	14	5
Cc1ccc(-c2csc3ncnc(Nc4ccc(C(=O)O)cc4)c23)cc1	7	-1	0	-18	13	3	6	-4	25
CCc1c(Cl)nc(N)nc1Nc1ccccc1C	1	2	17	-2	-2	0	-6	1	-1
Cn1c(=O)cc(SCC(=O)NCCCN2CCN(c3ccc(F)cc3)CC2)c2ccccc21	-4	0	2	-16	2	-5	-2	-1	4
Cc1cccc(NCc2nc(SCC(=O)Nc3ccccc3)n[nH]2)c1	-2	0	14	-12	-3	-4	-1	3	13
COc1ccc(CNC(=O)C/C(C)=N/NC(=O)c2ccc(OC)cc2OC)cc1	-2	0	2	1	-11	2	6	5	8
CC(C)c1ccc(OCC(O)CN2CCN(c3ccccn3)CC2)cc1 (stereo unspecified)	-2	4	11	-3	-10	-8	-3	11	3
CCN1C(=O)/C(=C\C=C2/C=CC=CN2CC)SC1=S	-6	1	19	4	3	-7	-10	5	-5
c1cncc(CSc2ccc(-c3cccs3)nn2)c1	-1	1	4	3	5	-6	-4	0	2
COc1ccccc1NC(=O)C(C)Nc1ccc(C)c(Cl)c1 (stereo unspecified)	-2	-1	-5	12	-9	-4	6	0	-4
C=CCN1C(=O)OC2(CCCCC2)C1(C)O (stereo unspecified)	1	0	3	-10	6	-6	-3	2	2
c1ccc2c(CN3CCOCC3)c3ccccc3c(CN3CCOCC3)c2c1	2	3	-9	0	10	-1	1	3	1
O=C(Nc1nnc(-c2ccc3c(c2)OCCO3)o1)C1CCCCC1	0	1	4	-5	-3	-1	-2	-1	5

Source: PubChem BioAssay
